# Rev-erbA mod = modulators of Rev-erb alpha DNA binding, primary screen, biochemical, FITC-DNA, fluorescence polarization, uHTS; Nuclear receptor subfamily 1 group D member 1 (Homo sapiens), P20393; Rev-erbα–FITC-DNA binding, 90 min; activity, % at 10 µM; hit rate 0.79% among 370,000; AID 1259318, 2017;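 active means activity above about 14%, limit read from the data; passing the limit was not always enough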;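 further: 0% = DMSO wells with 35 nM protein and 100% = DMSO wells with 750 nM protein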
# ssDAF12 agonist = S. stercoralis DAF-12 nuclear receptor activators, primary screen, cell-based, luminescence, HEK293, GRIP1 co-expression, lit1-tk-luc; HEK293 ssDAF-12/GRIP1 lit1-tk-luc reporter; % of 3 µM dafachronic acid response; Nuclear hormone receptor DAF-12 (Strongyloides stercoralis); hit rate 1% among 370,000; activation, % at 6.8 µM;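 active means activation above the mean over all tested compounds plus 3 SD, cut at about 0.9% in these data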;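 further: 0% = DMSO-only wells and 100% = 3 µM delta7-dafachronic acid wells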
# DAX1 inh-1 = DAX1 (NR0B1) inhibitors, primary screen, cell-based, HEK293, Gal4-DAX1, luciferase luminescence; Nuclear receptor subfamily 0 group B member 1 (Homo sapiens), P51843; HEK293 Gal4-DAX1 luciferase reporter; inhibition, % at 6.75 µM; hit rate 0.99% among 340,000; AID 504766, 2011;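 active means inhibition above the mean over all tested compounds plus 3 SD, cut at about 4.2% in these data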;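 further: 0% = DAX1-transfected cells with DMSO and 100% = empty-vector control cells with DMSO; inhibition shows as a rise in luminescence from relieved DAX1 repression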
# Target sequence (P51843 207-470 limits assumed): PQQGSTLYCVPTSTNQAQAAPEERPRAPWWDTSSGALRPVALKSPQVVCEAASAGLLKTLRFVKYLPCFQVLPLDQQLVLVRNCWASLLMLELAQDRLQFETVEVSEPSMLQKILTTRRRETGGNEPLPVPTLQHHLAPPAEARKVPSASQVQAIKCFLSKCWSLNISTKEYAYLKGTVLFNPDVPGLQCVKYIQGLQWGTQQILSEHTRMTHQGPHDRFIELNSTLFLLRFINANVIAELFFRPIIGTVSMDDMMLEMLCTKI
# MBD2 DNA inh = inhibitors of MBD2 binding to methylated DNA, primary screen, biochemical, TR-FRET, DNA-binding domain, human | MBD2 binding to methylated oligonucleotide | inhibition, % at 4.4 µM | hit rate 0.31% among 370,000; in the data active means inhibition above about 13%
# PLC-gamma1 inh = PLC-gamma1 enzyme inhibitors, primary screen, biochemical, fluorescence, purified enzyme. 1-phosphatidylinositol 4,5-bisphosphate phosphodiesterase gamma-1 (Homo sapiens), P19174. fluorogenic substrate. inhibition, % at 12.2 µM. hit rate 0.84% among 370,000. AID 720700, 2013; in the data active means inhibition above about 9.5%
# SMARCA2 activ = SMARCA2 (BRM) function activators, primary screen, cell-based, luminescence, high throughput | MG213 cells, MMTV-luciferase reporter, dexamethasone, overnight | activation, % at 9.1 µM | hit rate 1% among 370,000; in the data active means activation above about 7.8%;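 further: 0% = vehicle wells and 100% = reference activator wells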
# PLCb3 inh = human PLC-beta3 inhibitors, primary screen, biochemical, fluorescence. 1-phosphatidylinositol 4,5-bisphosphate phosphodiesterase beta-3 (Homo sapiens), Q01970. hit rate 0.18% among 370,000. AID 720704, 2013. Purified PLC-beta3, fluorogenic substrate. inhibition, % at 12.2 µM; in the data active means inhibition above about 11%;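 further: 0% = median of compound wells on plate and 100% = full blocker control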
# DAX1 inh-2 = DAX1 (NR0B1) inhibitors on StAR promoter, primary screen, cell-based, luminescence, SF-1 (NR5A1), full-length DAX-1 | HEK293T StAR-luciferase reporter, SF-1/DAX-1 repression relief | inhibition, % at 6.8 µM | hit rate 1.1% among 370,000 | AID 652010, 2013;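 active means inhibition above the mean over all tested compounds plus 3 SD, cut at about 3.6% in these data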;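 further: 0% = DAX-1 cells with DMSO and 100% = cells lacking DAX-1 with DMSO; higher inhibition means more luminescence from relief of DAX-1 repression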
# ADAM17 inh = ADAM17 inhibitors, primary screen, biochemical, QFRET; recombinant ADAM17, EDANS/DABCYL FRET peptide cleavage; hit rate 0.83% among 370,000; AID 720648, 2013; inhibition, % at 6.95 µM;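 active means inhibition above the mean of compounds lying between control limits plus 3 SD, set per campaign, cut at about 8.5% in these data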;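 further: 0% = DMSO-only wells as the low control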
# Target sequence (P78536 215-824 limits assumed): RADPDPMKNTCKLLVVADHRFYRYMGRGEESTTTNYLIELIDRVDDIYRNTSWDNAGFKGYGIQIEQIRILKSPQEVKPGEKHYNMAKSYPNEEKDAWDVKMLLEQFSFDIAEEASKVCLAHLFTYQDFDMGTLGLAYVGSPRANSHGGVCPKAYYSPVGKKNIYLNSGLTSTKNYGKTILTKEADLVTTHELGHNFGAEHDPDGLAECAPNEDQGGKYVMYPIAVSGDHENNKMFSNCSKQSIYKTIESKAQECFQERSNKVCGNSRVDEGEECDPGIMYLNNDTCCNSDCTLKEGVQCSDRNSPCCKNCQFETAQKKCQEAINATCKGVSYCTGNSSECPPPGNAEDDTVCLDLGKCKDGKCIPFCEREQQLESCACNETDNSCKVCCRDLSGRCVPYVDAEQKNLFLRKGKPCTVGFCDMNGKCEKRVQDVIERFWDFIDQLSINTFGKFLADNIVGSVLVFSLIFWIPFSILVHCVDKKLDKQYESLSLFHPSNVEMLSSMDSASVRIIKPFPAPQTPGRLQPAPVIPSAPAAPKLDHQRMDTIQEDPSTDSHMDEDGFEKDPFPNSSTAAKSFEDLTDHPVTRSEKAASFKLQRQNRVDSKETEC
# hgDAF12 agonist = H. glycines DAF-12 receptor agonists, primary screen, cell-based, luminescence, HEK293, GAL4 fusion, UAS-luciferase; hit rate 1.8% among 370,000; AID 687014, 2013; HEK293 GAL4-hgDAF12 UAS-luciferase reporter, agonist luminescence; normalized to butyrate control; activation, % at 6.8 µM; Nuclear hormone receptor DAF-12 (Heterodera glycines), GAL4 fusion;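 active means activation above a cutoff set at the mean of all screened compounds plus 3 SD, cut at about 10% in these data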;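 further: 0% = DMSO wells and 100% = sodium butyrate wells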
# hcDAF12 agonist = H. contortus DAF-12 nuclear receptor activators, primary screen, cell-based, luminescence, HEK293, lit1-tk-luc reporter. HEK293 hcDAF-12 lit1-tk-luc reporter; 0% DMSO, 100% Δ7-dafachronic acid. activation, % at 6.8 µM. hit rate 1.4% among 370,000. AID 652067, 2013;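 active means activation above the mean of all tested compounds plus 3 SD, cut at about 5.5% in these data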;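 further: 100% = response to 3 µM Δ7-dafachronic acid high control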
# Active calls of the source: *; i = inactive; . = not tested or not shown.
SMILES,Rev-erbA mod,ssDAF12 agonist,DAX1 inh-1,MBD2 DNA inh,PLC-gamma1 inh,SMARCA2 activ,PLCb3 inh,DAX1 inh-2,ADAM17 inh,hgDAF12 agonist,hcDAF12 agonist
COc1ccc(-c2nc(NC(=O)c3ccc(OCC(=O)Nc4ccc(F)cc4)c(OC)c3)sc2C)cc1,180.4*,-1.6,-0.6,-65.5,-6.7,-3.8,-10.8,-0.4,-2.4,-2.9,-1.1
O=C(CSc1nc2ncccc2[nH]1)NCCc1ccccc1,-1.2,-1.4,0.0,1.1,-1.7,0.6,1.8,-0.8,-4.4,2.0,-0.5
CCN(C[C@H]1N[C@@](Cc2ccccc2)(C(=O)OC)[C@H]2C(=O)N(Cc3ccccc3)C(=O)[C@@H]12)S(=O)(=O)c1ccc(-c2ccccc2)cc1,-1.9,-0.7,0.0,7.7,0.7,-4.4,-2.5,2.2,0.6,0.1,-2.1
CCOc1ccc(NC(=O)C2CCCN(S(=O)(=O)c3c(C)n[nH]c3C)C2)cc1 (centres undefined),-1.3,-1.3,-3.7,1.6,4.0,-0.7,-3.7,-0.7,-4.5,1.1,-2.2
O=C(NC(=S)NCc1cccnc1)c1cccc2ccccc12,0.4,0.0,6.1*,0.9,4.0,0.8,0.1,-0.3,-5.1,1.6,4.0
CCO/C=C1\SC(=S)N(c2ccc(Cl)cc2)C1=O,-4.2,-1.7,1.6,-2.9,-6.4,-2.3,-11.3,0.5,0.0,2.3,-0.1
CSc1nnc(NC(=O)c2nc(S(=O)(=O)Cc3ccc(C)cc3)ncc2Cl)s1,-4.0,-2.0,-3.2,-0.6,-1.8,-13.7,-10.9,-1.3,-2.3,-7.1,-6.0
CN(C)c1ncnc2c1ncn2[C@H]1CN(Cc2ccco2)C[C@@H](CO)O1,3.5,-1.1,.,-0.6,-2.5,-2.5,1.5,1.8,-3.7,2.2,-1.1
CCC(=O)Nc1nnc(/C=C/c2ccc(OC)cc2)s1,1.1,-0.2,2.5,-5.5,-62.2,0.8,-95.3,0.8,-60.9,3.3,2.2
COc1ccc(OC)c(-n2c(=S)[nH]c3cc(C(=O)N4CCCCC4)ccc3c2=O)c1,-0.2,-1.5,-0.5,-1.8,0.5,-1.1,-4.0,-0.3,-2.2,-1.1,-1.9
COCCNC(=O)c1ccc(C(=O)C(=O)c2ccccc2)cc1,0.0,-1.3,0.3,4.0,-1.0,-2.7,-1.7,0.1,0.8,-0.6,-0.8
CSc1nc2c(c(=O)[nH]c(=O)n2C)n1CCCc1ccccc1,4.5,-1.0,-1.0,1.6,4.6,0.2,-4.5,0.3,-1.8,-0.6,-2.6
COCC(=O)N1CCC(C(=O)NCC2COc3ccccc3O2)CC1 (centres undefined),-4.0,-0.9,.,9.7,-0.3,-0.8,-0.3,0.6,-1.8,-0.5,-1.9
COc1cccc(-c2cccc(NC(=O)C3CCN(Cc4ccc(C)o4)CC3)c2)c1,-6.5,0.5,0.5,3.1,0.6,1.9,-3.8,0.1,-3.5,-0.8,3.7
Cc1ccc(S(=O)(=O)/N=C(/NC(=S)Nc2ccccc2)c2ccccc2)cc1,6.0,2.6*,3.6,-1.1,-2.8,1.8,-0.5,3.2,0.2,28.0*,14.2*
O=C(Cc1ccc(Cl)cc1)Nc1ccccc1N1CCOCC1,1.6,-1.3,0.1,0.6,0.6,1.3,-0.4,-0.7,-5.9,-2.6,-1.4
Clc1ccccc1Cn1nnc2c(NCCN3CCOCC3)ncnc21,-1.8,-1.3,-1.3,2.6,1.4,-2.2,0.1,-0.8,-4.0,-1.9,-2.6
CCC1(C)Cc2c(sc3[nH]c(=S)[nH]c(=S)c23)CO1 (centres undefined),-2.4,-0.5,1.6,7.3,-0.9,-1.9,-10.8,0.1,-8.2,-1.0,4.8
Cc1ccc(S(=O)(=O)c2cn(C)c3cc(N4CCN(C)CC4)c(F)cc3c2=O)cc1,-2.0,-1.2,-0.1,-4.7,-70.3,5.4,-111.2,0.1,-78.3,-0.7,0.6
Cc1ccc(-c2nnn(CC(=O)N3CCCc4ccccc43)n2)cc1,-1.5,-1.3,-0.8,4.6,-0.4,-0.1,-2.3,0.4,-4.8,2.2,-0.1
O=C(CC1S/C(=N/N=C/c2ccco2)NC1=O)Nc1ccccc1 (centres undefined),1.9,-1.8,-0.3,-3.4,3.5,-2.5,3.6,-0.6,0.0,-0.3,0.7
Nc1nc2n(n1)C(c1ccco1)CC(c1ccc(Cl)c(Cl)c1)N2 (centres undefined),-1.9,-1.7,0.3,-3.2,-40.9,6.0,-58.1,0.9,-32.1,-1.2,1.5
O=C(NC1CC1)c1cccc(NC(=O)C2CC2)c1,-6.2,-1.1,-0.3,7.3,-1.8,-3.1,-0.9,-1.1,-6.1,0.1,-1.6
Nc1ccccc1N=Cc1ccc(-c2cccc(Cl)c2)o1,8.4,1.3*,3.4,9.8,i,-2.0,i,1.6,-278.3,21.7*,2.8
CC(=O)Nc1ccc(NC(=O)CSCc2ccccc2Cl)cc1,2.5,-0.5,1.4,2.4,-1.4,-0.4,-3.5,0.7,-1.4,0.1,0.1

# The last three compounds of the part before are carried over, then new ones follow:
SMILES,Rev-erbA mod,ssDAF12 agonist,DAX1 inh-1,MBD2 DNA inh,PLC-gamma1 inh,SMARCA2 activ,PLCb3 inh,DAX1 inh-2,ADAM17 inh,hgDAF12 agonist,hcDAF12 agonist
O=C(NC1CC1)c1cccc(NC(=O)C2CC2)c1,-6.2,-1.1,-0.3,7.3,-1.8,-3.1,-0.9,-1.1,-6.1,0.1,-1.6
Nc1ccccc1N=Cc1ccc(-c2cccc(Cl)c2)o1,8.4,1.3*,3.4,9.8,i,-2.0,i,1.6,-278.3,21.7*,2.8
CC(=O)Nc1ccc(NC(=O)CSCc2ccccc2Cl)cc1,2.5,-0.5,1.4,2.4,-1.4,-0.4,-3.5,0.7,-1.4,0.1,0.1
Cc1cccc(OCCCC(=O)Nc2ccc(S(=O)(=O)Nc3nccs3)cc2)c1C,0.2,-1.4,-0.3,-5.1,0.9,0.1,-9.2,2.1,2.5,-0.5,-1.1
CCC(C)(C)NC(=O)c1ccc(S(=O)(=O)N2CCCCCC2)cc1,-4.0,-0.9,-1.3,-2.8,-2.1,-0.9,4.1,-0.7,-3.2,1.5,-1.1
COc1cccc(NC(=O)CN(C)C(=O)c2c(C)nn(Cc3ccc(C)cc3)c2Cl)c1,-2.5,-1.2,0.6,0.4,0.0,-2.2,-0.7,-0.9,-3.0,2.4,-2.3
Cn1nc(-c2ccc(Cl)cc2)c2cc(C(=O)NCCCN3CCCC3)sc21,-10.2,0.2,3.0,0.0,-14.4,0.1,-20.0,0.8,-52.8,6.3,9.5*
Cc1[nH]c2ccccc2c1SCc1n[nH]c(=S)n1C,0.3,-1.5,0.2,5.1,0.8,-0.7,-2.4,-0.2,-1.2,-2.3,-0.6
COc1ccccc1NS(=O)(=O)c1ccc2oc(SC(C)C(=O)N3CCNC3=O)nc2c1 (centres undefined),-1.3,-1.8,-0.5,-3.2,0.9,-5.0,-6.9,-4.0,6.6,-3.7,-3.1
Cc1ccc2c(c1)N(C(=O)CCC(=O)N1CCN(c3cccc(C)c3C)CC1)CCO2,-1.5,-2.3,-0.6,2.3,4.0,-2.4,-1.6,-2.6,0.5,-3.2,-2.7
O=C(NCC(=O)N1CCCC1)NN=Cc1ccccc1O,3.9,-0.9,.,-5.8,-22.1,1.3,-26.4,0.0,-14.7,-0.4,0.4
C[n+]1c(/C=C/c2ccc3c(c2)OCO3)ccc2ccccc21,1.5,-2.8,6.0*,5.3,-3.1,-3.1,-6.4,-0.9,-3.6,-5.6,-1.6
CN(C)c1ccc(C(=S)N2CCCC2)cc1Br,-0.4,-1.1,-0.4,5.5,2.2,-0.6,4.6,-0.5,-4.9,0.4,0.3
O=C1/C(=C2/NCCN2C2CC(=O)N(c3ccccc3)C2=O)CC/C1=C\c1ccccc1 (centres undefined),-4.8,-1.4,1.7,2.1,0.8,1.2,-0.8,-0.4,-3.0,-0.7,1.2
COc1ccccc1NC(=O)NCC1(N(C)C)CCCCC1,-4.9,-0.8,2.3,0.1,2.5,-2.5,-4.9,-0.1,-0.7,1.4,1.5
O=C(CN1CCOCC1)N1CCCc2ccccc21,-6.4,-0.4,0.0,1.9,2.9,-4.6,6.7,-0.3,0.6,2.5,-0.3
CC(Cl)C(=O)Nc1c2c(nn1-c1ccccc1)CSC2 (centres undefined),1.4,-0.7,1.3,-0.5,0.6,-1.0,-7.6,1.4,5.7,-0.7,1.2
Cc1csc(=O)n1CCC(=O)OCC(=O)Nc1ncc(Cl)cc1Cl,2.0,-1.1,-1.0,1.4,-1.8,0.2,-7.2,0.0,-3.0,-2.1,-0.7
Cc1ccc(S(=O)(=O)N2CCN(CC(O)c3ccccc3)CC2)cc1 (centres undefined),1.9,-0.5,-0.5,1.2,5.1,-0.9,-3.4,-0.2,-3.6,2.5,-0.3
O=C(CN1C(=O)c2ccccc2C1=O)Nc1ccccc1C(=O)NC1CCCCC1,2.0,-1.4,-0.8,-1.0,0.5,5.1,2.7,0.2,1.4,2.6,-2.4
Cc1oc2ccc(OCc3ccccc3Cl)cc2c1C(=O)O,3.4,-0.3,0.5,4.0,-3.3,-0.6,-5.5,0.0,-2.7,2.0,-1.6
O=C(NCCC1=CCCCC1)c1ccc(CN2CCOCC2)cc1,1.2,0.9*,3.3,-0.9,0.7,1.4,1.5,2.3,-3.2,7.0,5.2
O=C(CN(C(=O)c1csnn1)c1ccc(F)c(Cl)c1)NC1CCCCC1,2.9,-1.4,2.8,3.6,-2.4,-2.0,-6.6,0.0,-3.0,-1.5,0.1
O=C(c1ccco1)N1CCN(C2CN(CCc3ccccc3)S(=O)(=O)C2)CC1 (centres undefined),-9.6,-1.3,.,-5.0,5.9,4.3,2.5,0.3,2.0,1.4,1.3
Cc1ccn(CCC(=O)NC2CC(C)(C)Cc3c2cnn3-c2ccccc2C)n1 (centres undefined),0.7,-0.6,0.7,-6.7,6.6,-1.2,-8.0,3.8*,-5.1,1.9,3.4
C=C(C)CC1(NC(C)c2ccccc2)CCCCC1 (centres undefined),6.8,-0.5,-0.4,4.6,8.2,-4.2,-8.8,2.6,1.4,7.6,0.7
Cc1ccc(C)c(C(=O)CC2(O)C(=O)Nc3ccccc32)c1 (centres undefined),-5.2,-1.0,0.4,-1.1,4.9,1.3,1.6,0.2,0.1,0.3,-1.4
